# HT1080 IDH1KD tx = qHTS for induction of synthetic lethality in tumor cells producing 2HG: qHTS for the HT-1080-IDH1KD cell line. AID 686971, 2013. Potency, µM (titrated, usually from 46.1 µM), for inactives: top-dose activity, negative = toxicity, usual class: cytotoxic. HT-1080 IDH1 knockdown viability, ATP luminescence, 48 h. actives 2% (n = 360,000);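 also: potency is read from the fitted curve at half-maximal effect; 0% = DMSO wells and -100% = cell-free medium wells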
#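 Knockdown cells (IDH1KD HT-1080) received compounds 2 h after plating at 750 cells/well and were kept 48 h at 37 °C in 5% FBS RPMI. A CellTiter-Glo luminescence read gave % activity for curve fitting.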
# HepG2 viability = qHTS for Inhibitors of TGF-b: Cytotox Counterscreen; Potency, µM (titrated, usually from 46.1 µM), for the others: top-dose activity change, negative = cytotoxicity, hits mostly cytotoxic; actives 0.76% (n = 410,000); AID 588856, 2011; HepG2 CAGA-GFP viability, ATP luminescence, 18 h; also: potency is read from the fitted curve at half-maximal effect; some results filed as inactive show a strong effect at the top dose
#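 HepG2 CAGA-GFP cells (1000/well, DMEM with 1% FBS) received compound, then TGF-beta at 500 pg/mL final, and were incubated 18 hours at 37 degrees C. Viability was read by CellTiter-Glo luminescence. Media-only wells were set as complete cell-killing and DMSO as no toxicity.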
# HT1080NT lethal = qHTS for induction of synthetic lethality in tumor cells producing 2HG: qHTS for the HT-1080-NT fibrosarcoma cell line. actives 1.6% (n = 360,000). HT-1080-NT fibrosarcoma viability, CellTiter-Glo ATP luminescence, 48 h. Potency, µM (series often up to 46.1 µM), for inactives: top-dose activity, negative = less viability, actives largely listed as cytotoxic;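 also: NT is the 2HG producing partner of a matched IDH1 knockdown line; potency is read from the fitted curve at half-maximal effect; 0% = DMSO-treated cells and -100% = media-only wells without cells; nearly all actives have a fitted effect of over 55% in size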
#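 HT-1080-NT; 750 cells/well; 5% FBS RPMI; 48 h compound, 37 degrees C; CellTiter-Glo luminescence; curve fitting and curve-class assignment.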
# KB-3-1 tox = qHTS assay for MDR1-selective chemotherapeutics: Primary screen using the parental adenocarcinoma cell KB-3-1; KB-3-1 viability, CellTiter-Glo ATP luminescence, 72 h; Potency, µM (top dose mostly 46.1 µM), without a hit: at the top dose activity change, negative = cytotoxic, usual class: cytotoxic; actives 1.4% (n = 400,000); also: potency is read from the fitted curve at half-maximal effect; % is scaled to controls: 0 for no effect and ±100 for the full control effect; nearly all actives have a fitted effect of over 60% in size
#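 Screening of KB-3-1 cells (DMEM, 10% FBS, phenol-red free) ran from lowest to highest compound concentration; after 72 h at 37 °C viability was read luminescently and curves fitted.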
# SW480 rereplic = A quantitative high throughput screen for small molecules that induce DNA re-replication in SW480 colon adenocarcinoma cells; actives 1.8% (n = 340,000); Potency, µM (titrated, usually from 46.1 µM), for the others: at the highest dose re-replication activation, hits mostly activators; SW480 DNA re-replication, Hoechst DNA content imaging, 48 h; also: potency is read from the fitted curve at half-maximal effect; % of control where 0% means no effect; nearly all actives have a fitted effect of over 55% in size
#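 Cells (250 per well) received 23 nL compound or DMSO by pin tool and were kept 48 hr at 37 C, 5% CO2. Nuclei were then stained with Hoechst for 40 min and scanned for DNA content.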
# IL-1B inflam inh = qHTS for Inhibitors of Inflammasome Signaling: IL-1-beta AlphaLISA Primary Screen | THP-1 LPS/ATP IL-1B secretion, AlphaLISA, 16 h; hits give low values | activity change, % at 57.5 µM | actives 4.7% (n = 360,000) | AID 743279, 2014; in the data active = activity change below about -50%; inconclusive = mostly about -30% to -49%; also: % is scaled to controls: 0 for no effect and ±100 for the full control effect
#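 THP-1 cells pretreated 1 hr with compounds (up to 57.5 uM final), then stimulated with LPS (250 ng/mL final) plus ATP (1.25 mM final); secreted IL-1B measured by AlphaLISA after 16 hr, decreased signal indicating inhibition.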
# ATXN viability = Viability Counterscreen for Primary qHTS for Inhibitors of ATXN expression. S2 cells (HEK-293 line with an ATXN2-luciferase reporter) viability, CellTiter-Fluor protease fluorescence, 24 h. AID 651635, 2014. Potency, µM (series often up to 56.7 µM), most hits filed as cytotoxic. actives 0.49% (n = 400,000); also: potency is read from the fitted curve at half-maximal effect; nearly all actives have a fitted effect of over 40% in size
# ATXN2 expr inh = Primary qHTS for Inhibitors of ATXN expression. actives 0.72% (n = 360,000). AID 1745845, 2022. Potency, µM (top dose mostly 57 µM), for inactives: at the highest dose activity change, negative = inhibition, most hits filed as inhibitors. HEK-293 ATXN2-luciferase reporter, luminescence, 24 h; also: potency is read from the fitted curve at half-maximal effect; % is scaled to controls: 0 for no effect and ±100 for the full control effect; nearly all actives have a fitted effect of over 55% in size
#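 ATXN2-luciferase reporter cells (luciferase flanked by upstream and downstream ATXN2 gene portions) were treated 24 h at 37 °C with compounds at up to 57 uM. SteadyGlo luminescence gave expression; GF-AFC fluorescence gave viability.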
# MCF10A rerep = A quantitative high throughput screen for small molecules that induce DNA re-replication in MCF 10a normal breast cells | MCF 10A DNA re-replication, Hoechst nuclear intensity, 48 h | Potency, µM (doses to about 46.1 µM), without a hit: top-dose activity, positive = re-replication, most hits filed as activators | actives 2.9% (n = 350,000) | AID 624296, 2012; also: potency is read from the fitted curve at half-maximal effect; % of control where 0% means no effect; nearly all actives have a fitted effect of over 50% in size
# * hit, by the source's call; i = inactive; ? = inconclusive; . = no result given; [ ] = remark or other dose. Unless noted, calls follow the shape of the dose curve; as a rule, active = well fitted curve in the direction sought with a large enough effect; inconclusive = small, poorly fitted or top-dose-only effect, or another doubt; inactive = no such curve, though single readings can be large; an effect the other way counts as inactive or inconclusive.
compound	SW480 rereplic	IL-1B inflam inh	HepG2 viability	KB-3-1 tox	ATXN viability	HT1080NT lethal	MCF10A rerep	ATXN2 expr inh	HT1080 IDH1KD tx
COc1cc(NS(=O)(=O)c2ccc(NC(=S)NC(=O)c3sc4ccccc4c3Cl)cc2)nc(OC)n1	1%	37	-16%	-2%	i	-1%	0%	-2%	5%
COC(=O)c1ccccc1NC(=O)c1ccc(NC(=O)C2CCCO2)cc1 (stereo not given)	1%	-29	-25%	.	i	-3%	1%	-20%	-4%
CC(=O)Nc1ccc(NC(=O)C2CC(=O)N=C(N)S2)cc1 (stereo not given)	?	8	4%	-3%	i	8%	4%	-2%	1%
COC(=O)c1c(C)[nH]c(C(=O)C(C)OC(=O)C2CC(=O)N(CCc3ccccc3)C2)c1C (stereo not given)	-20%	26	-2%	?	i	9%	-1%	-4%	5%
O=C(COc1ccccc1Cl)NNC(=O)c1ccc(-n2cncn2)c([N+](=O)[O-])c1	?	-2	5%	1%	i	6%	-9%	5%	3%
COc1cccc2cc(C(=O)N(Cc3cccs3)CC3CCCO3)c(=O)oc12 (stereo not given)	?	-9	41%	-4%	i	0%	-4%	-22%	2%
CCCC(=O)Nc1cc(C)c(NC(=O)C23CC4CC(CC(C4)C2)C3)cn1	1%	-4	-3%	3%	i	-3%	-3%	-1%	-4%
CN(C)S(=O)(=O)c1cccc(CNCC2COc3ccccc3O2)c1 (stereo not given)	29%	20	1%	-2%	i	0%	6%	-6%	1%
CCOC(=O)c1sc(Nc2ccc(C)cc2C)nc1C	-1%	-17	-3%	0%	i	-12%	?	5%	-5%
CC(C)(C)C(=O)OCOC(=O)[C@@H]1N2C(=O)[C@@H](NC(=O)[C@H](N)c3ccccc3)[C@H]2SC1(C)C	-8%[20.6 µM]	.	.	.	i	.	0%[20.6 µM]	11%	.
COc1ccc(CCNC(=O)CSc2nc3scc(-c4ccccc4)c3c(=O)[nH]2)cc1	?	21	-34%	-6%	i	-21%	0%	-16%	-3%
CCn1ncc(C(=O)Nc2ccc(F)cc2)c1C	-6%	11	1%	-1%	i	-1%	-2%	13%	11%
CC1CN(CC(=O)Nc2ccccc2Sc2ccccc2)CC(C)O1 (stereo not given)	.	0	2%	?	i	-1%	5%	-1%	-7%
COCCN(C(=S)Nc1ccc(Cl)cc1OC)C1CCN(C(C)=O)CC1	1%	-15	-3%	-1%	i	-2%	-6%	-2%	-2%
Cc1onc(C(=O)NC(C)c2ccccc2)c1[N+](=O)[O-] (stereo not given)	0%	13	-7%	2%	i	-5%	-4%	-2%	-3%
O=C(NCC(O)c1ccccc1)c1cccs1 (stereo not given)	5%	-13	-3%	4%	i	14%	-6%	.	4%
COc1cccc(C(c2nnnn2-c2c(C)cccc2C)N2CCN(C/C=C/c3ccccc3)CC2)c1OC (stereo not given)	.	0	-3%	?	i	?	.	-13%	?
CCN1CC=C2C(C#N)=C(N)C(C#N)(C#N)[C@H](c3cccc(OC)c3OC)[C@H]2C1	-1%	-1	0%	10%	i	-3%	-7%	10%	19%
COc1ccc(C2N(c3cc(Cl)ccc3OC)C(=O)C3CCCN32)cc1 (stereo not given)	2%	7	0%	-4%	i	10%	8%	-4%	1%
COc1cccc(-n2c(Cc3cc(=O)[nH]c(=O)[nH]3)nnc2SCC(=O)N2CCCCCC2)c1	0%	28	-9%	-3%	i	-2%	-4%	4%	-1%
CC(=O)N1CCc2c(sc3c2c(=O)n(Cc2ccccc2)c(=O)n3Cc2ccc(Cl)cc2)C1	.	.	-4%	?	i	.	.	-1%	.
CC1c2nc3ccccc3n2C(CC(=O)NC2CC2)C(=O)N1Cc1ccccc1 (stereo not given)	-1%	17	-6%	16%	i	20%	6%	-1%	13%
CCCCC(=O)N(C)c1c(CC)nc2c(OCC(=O)c3ccc(Cl)cc3Cl)cccn12	.	.	-13%	-66%	?	-18%	.	-6%	-12%
O=C1CCCC2=C1C(c1ccccn1)Nc1ccc(C(=O)c3ccccc3)cc1N2 (stereo not given)	16%	0	1%	4%	i	-1%	9%	-1%	0%

# Structures shown so far with two or more sulfur atoms, in the order listed:
compound	SW480 rereplic	IL-1B inflam inh	HepG2 viability	KB-3-1 tox	ATXN viability	HT1080NT lethal	MCF10A rerep	ATXN2 expr inh	HT1080 IDH1KD tx
COc1cc(NS(=O)(=O)c2ccc(NC(=S)NC(=O)c3sc4ccccc4c3Cl)cc2)nc(OC)n1	1%	37	-16%	-2%	i	-1%	0%	-2%	5%
COc1ccc(CCNC(=O)CSc2nc3scc(-c4ccccc4)c3c(=O)[nH]2)cc1	?	21	-34%	-6%	i	-21%	0%	-16%	-3%

# New compounds follow.
compound	SW480 rereplic	IL-1B inflam inh	HepG2 viability	KB-3-1 tox	ATXN viability	HT1080NT lethal	MCF10A rerep	ATXN2 expr inh	HT1080 IDH1KD tx
Cc1ccc(C(=O)NC(=S)Nc2ccc(N3CCN(C(=O)c4ccco4)CC3)cc2)cc1	16%	-7	-41%	.	i	-12%	?	-10%	?
CCN(C[C@H]1N[C@@](CC)(C(=O)OC)[C@H]2C(=O)N(Cc3ccccc3)C(=O)[C@@H]12)C(=O)C1CCCCC1	-5%	-22	-23%	4%	i	6%	-3%	-2%	5%
COc1cc(Nc2nc(-c3ccccc3)c3cc(C)ccc3n2)cc(OC)c1OC	5%	-65*	-15%	?	i	?	?	-11%	?
C[C@@H]1CCCCO[C@@H](CN(C)C(=O)Nc2ccccc2)[C@@H](C)CN([C@H](C)CO)C(=O)c2cc(N(C)C)ccc2O1	.	20	-18%	0%	i	-6%	.	-8%	-2%
COc1ccc(-c2cc(-c3n[nH]c(=S)n3-c3cccc4ccccc34)[nH]n2)cc1	?	-11	9%	30%	i	0%	?	?	-3%
CCOC(=O)C1CCN(C(=O)c2ccc(OCC)c(OCC)c2)CC1	1%	16	-4%	28%	i	6%	-1%	0%	6%
O=C(Cc1coc(-c2ccc(F)cc2)n1)N1CCOCC1	1%	-16	-15%	0%	i	-1%	0%	0%	-4%
O=C(Nc1cccc(Cl)c1)C1C2C=CC3(O2)C1C(=O)N(CCCN1CCCCC1)C3C(=O)NC1CCCCC1 (stereo not given)	-14%	5	6%	3%	i	3%	-18%	0%	2%
O=C(CN1CC(c2ccccc2)CC1=O)OCc1ccccc1F (stereo not given)	12%	5	-7%	0%	i	-11%	6%	55%[activator]	-12%
COc1ccc(NC(=O)CN(C)C(=O)c2ccc(-c3ccccc3Cl)o2)cc1	?	?	-11%	-1%	i	-13%	-10%	10%	-12%
Cn1c(SCC(=O)N2CCCC2)nc2ccccc21	2%	18	-9%	12%	i	3%	-3%	14%[11.3 µM]	10%
COc1ccc(CCNC(=O)COc2ccc3c(c2)OCO3)cc1	-17%	-9	-15%	8%	i	0%	7%	-1%	1%
CC(C)=CCc1c([C@@H]2CCc3ccc(O)cc3O2)cc2c(c1O)OC(C)(C)C=C2	-89%[inhibitor]	-8	-12%	0%	i	1%	27%	5%	-8%
COc1cccc(CNc2ncn[nH]2)c1OCc1ccc(F)cc1	-2%	16	2%	7%	i	3%	2%	-8%	-1%
COC(=O)c1cn(CC(=O)NCc2ccco2)c2ccccc12	-8%	-8	0%	-12%	i	-1%	19%	16%	8%
C=CCN(c1ccccc1Cl)S(=O)(=O)c1cccc(C(=O)OCC(=O)N(C)C2CCS(=O)(=O)C2)c1 (stereo not given)	-11%	0	-11%	8%	i	3%	?	15%	-3%

# Compound profiles, as listed above:
# C=CCN(c1ccccc1Cl)S(=O)(=O)c1cccc(C(=O)OCC(=O)N(C)C2CCS(=O)(=O)C2)c1 (stereo not given) as listed: SW480 rereplic = -11%; IL-1B inflam inh = 0; HepG2 viability = -11%; KB-3-1 tox = 8%; ATXN viability = i; HT1080NT lethal = 3%; MCF10A rerep = ?; ATXN2 expr inh = 15%; HT1080 IDH1KD tx = -3%
# COc1ccc(NC(=O)CN(C)C(=O)c2ccc(-c3ccccc3Cl)o2)cc1 as listed: SW480 rereplic = ?; IL-1B inflam inh = ?; HepG2 viability = -11%; KB-3-1 tox = -1%; ATXN viability = i; HT1080NT lethal = -13%; MCF10A rerep = -10%; ATXN2 expr inh = 10%; HT1080 IDH1KD tx = -12%
# CC(C)=CCc1c([C@@H]2CCc3ccc(O)cc3O2)cc2c(c1O)OC(C)(C)C=C2 as listed: SW480 rereplic = -89%[inhibitor]; IL-1B inflam inh = -8; HepG2 viability = -12%; KB-3-1 tox = 0%; ATXN viability = i; HT1080NT lethal = 1%; MCF10A rerep = 27%; ATXN2 expr inh = 5%; HT1080 IDH1KD tx = -8%

# The results go on.
compound	SW480 rereplic	IL-1B inflam inh	HepG2 viability	KB-3-1 tox	ATXN viability	HT1080NT lethal	MCF10A rerep	ATXN2 expr inh	HT1080 IDH1KD tx
CC1(C)CC(=O)c2c(nn(-c3ccccc3)c2-c2ccncc2)C1	-9%	64	9%	11%	i	7%	9%	-17%	15%
CCOP(=O)(NC(c1ccccc1)c1nc2ccccc2[nH]c1=O)OCC (stereo not given)	-2%	-7	-8%	12%	i	-4%	5%	3%	6%
CCCCN(CCCC)CC1OCc2ccccc2CO1	-3%	8	-55%	1%	i	5%	11%	-12%	-16%
CC(C)CN(C(=O)c1cc([N+](=O)[O-])cc([N+](=O)[O-])c1)C1CCS(=O)(=O)C1 (stereo not given)	0%	14	5%	-1%	i	-10%	1%	-3%	-6%

# Screens as filed in PubChem.
